KCNH2 3.1 inh: blocks the human KCNH2 3.1 channel isoform | AID 720553 | actives 0.95% (n = 340,000) | U2OS KCNH2 3.1, thallium flux FluxOr; active compounds read low | activity change, % (tested at about 1.8 µM);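 active = maximum activity change below -70%; inconclusive = maximum activity change from -70% to -50%; inactive = maximum activity change above -50%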;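 also: thallium influx rate constant from kinetic fluorescence after stimulation buffer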
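Thallium flux read-out: FluxOr dye with Red40 quencher in HBSS/HEPES, 45 min at RT. Rate constants from kinetic reads were normalized to positive and negative DMSO controls. Cells: U2OS virally expressing the 3.1 isoform.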
An asterisk follows results filed as active; u = inconclusive. % is scaled to controls: 0 for no effect and ±100 for the full control effect. The list is partial; count on the stated rates, not on these rows.

SMILES	KCNH2 3.1 inh
C[C@]12CCC3C(CC[C@H]4C[C@H](O)CC[C@]34C)C1C[C@@H](O)[C@H]2O (stereo not given in full)	8
O=C(c1cccs1)N1CCC(C(=O)O)(c2ccccc2)CC1	0
O=Cc1cn(Cc2c(F)cccc2Cl)nc1-c1ccccc1	-18
C[C@]12CCC3C(CC[C@@H]4C[C@@H](O)CC[C@]34C)C1CC[C@@H]2O (stereo not given in full)	4
c1ccc2[nH]c(CCN3CCCCC3)nc2c1	4
CC(CC(C#N)(c1ccccc1)c1ccccc1)N1CCOCC1 (stereo not given)	-5
Fc1ccccc1CN1Cc2ccccc2-n2nncc2C1	0
O=C1NC(=O)C(CCOc2ccccc2)(CCc2ccccc2)C(=O)N1	8
O=C1NC(=O)C2C1C1(Cl)C(Cl)=C(Cl)C2(Cl)C1(Cl)Cl (stereo not given)	23
O=C(O)C(O)(c1ccc(Cl)cc1)C1(O)CCCC1 (stereo not given)	-10

Arranged by number of heavy atoms (rising): part of the list above
SMILES	KCNH2 3.1 inh
c1ccc2[nH]c(CCN3CCCCC3)nc2c1	4
O=C1NC(=O)C2C1C1(Cl)C(Cl)=C(Cl)C2(Cl)C1(Cl)Cl (stereo not given)	23
O=Cc1cn(Cc2c(F)cccc2Cl)nc1-c1ccccc1	-18

(listing goes on)
SMILES	KCNH2 3.1 inh
C[C@@H]1CN([C@@H](C)CO)C(=O)CCCn2nncc2CO[C@@H]1CN(C)C(=O)Oc1cccc2ccccc12	0
COC(=O)C1=C(c2cc3ccccc3s2)C[C@@H]2CC[C@H]1N2C(=O)NCCO	2
O=P(N1CC1)(N1CC1)N1CCc2ccccc21	19
COC(=O)C1=C(c2cc3ccccc3o2)C[C@@H]2CC[C@H]1N2C(=O)NCc1ccc(C(F)(F)F)cc1	-35
O=C1NC2C(O)C(O)C(O)C(O)C2c2cc3c(c(O)c21)OCO3 (stereo not given)	-10
C[C@@H]1CN([C@H](C)CO)C(=O)CCCn2nncc2CO[C@H]1CN(C)C(=O)Oc1ccc2ccccc2c1	13
CC1CN(c2ccccn2)C(C)CN1C(=O)C(O)(c1ccccc1)c1ccccc1 (stereo not given)	-9
COC(=O)C1=C(c2cccc(OC)c2OC)C[C@@H]2CC[C@H]1N2C(=O)NCCCOC(C)C	-2
CC1OC(OC2C(O)CC(OC3C(O)CC(OC4CCC5(C)C(CCC6C5CCC5(C)C(C7=CC(=O)OC7)C(O)CC65O)C4)OC3C)OC2C)CC(O)C1O (stereo not given)	-4
COc1cccc(C)c1NC1=NCCO1	2
Cn1c(=O)oc(=O)c2ccccc21	8
O=C(N1CCCCCC1)N1CC1	-20
CC(=O)OC1CCC2(C)C(CCC3C2CC(=O)C2(C)C3CC(N3CC3)C2C(C)=O)C1 (stereo not given)	-8
COC(=O)C1=C(c2ccc(S(C)(=O)=O)cc2)C[C@@H]2CC[C@H]1N2C(=O)N1CCCCC1	12
COc1cc(C2c3cc(O)c(OC)cc3CC3C(=O)OCC32)ccc1O (stereo not given)	2
CCc1cc2c(cc1-c1csc(C/C(N)=N/O)n1)C(C)(C)CCC2(C)C	-10
O=C(NP(=O)(N1CC1)N1CC1)c1cc(I)ccc1I	7
CCOC(=O)CNC(=O)N1Cc2ccccc2-n2nncc2C1	1
CC(=O)OC1CCC2(C)C3CCC4(C)C(OC(C)=O)CCC4C3C(C)C2(O)C1 (stereo not given)	-13
C/C(=N\NC(=O)c1ccncc1)c1c(O)[nH]c(=O)[nH]c1=O	5
Cc1ccc(OC(=O)N(C)C[C@@H]2OCc3cnnn3CCCC(=O)N([C@@H](C)CO)C[C@@H]2C)cc1	-9
CC1CC2(C)C(=CC1=O)CCC1C3CCC(C)(O)C3(C)CC3OC312 (stereo not given)	18
CCC(C)C1NC(=O)C(NC(=O)C(CC(C)C)N(C)C(=O)C2CCCN2C(=O)C(C)O)C(C)OC(=O)C(Cc2ccc(OC)cc2)N(C)C(=O)C2CCCN2C(=O)C(CC(C)C)NC(=O)[C@H](C)C(=O)[C@H](C(C)C)OC(=O)CC1O (stereo not given in full)	-10
c1cc2c(c(NC3=NCCCS3)c1)CCCC2	-7
COc1ccc(C(=O)CC(c2ccc(OC)c(OC)c2)c2c(O)c3ccccc3oc2=O)cc1OC (stereo not given)	-17
O=C1NC(=S)NC(=O)C1Cc1ccccc1O	7
CCOC(=O)[C@]12Cc3cc4c(cc3[C@H]1N(Cc1ccccc1)C(=O)c1ccccc12)OCO4	-37
CCCC1(CC(C)C)C(=O)NC(=S)NC1=O	5
O=C(NCC1=C(c2ccc3ccccc3c2)C[C@@H]2CC[C@H]1N2Cc1ccco1)c1cccnc1	-21
COC(=O)C1=C(c2cccc(OC)c2OC)C[C@@H]2CC[C@H]1N2C(=O)NCc1cccc2ccccc12	-16
CCOC(=O)c1cccc(C2=C(CNC(=O)c3ccc([N+](=O)[O-])cc3)[C@H]3CC[C@@H](C2)N3Cc2ccccc2)c1	-113*
CCCCC1(CCC)C(=O)NC(=S)NC1=O	0
CS(=O)(=O)CCN1CC2CCCC(C2)C1	-10
COC(=O)C1=C(c2ccc(S(C)(=O)=O)cc2)C[C@@H]2CC[C@H]1N2C(=O)NCCNC(C)=O	-26
CCCCCCCCCCOC(=O)CCN1CC1	-1
Cc1ccc(CN2CCC3CCC(C3)C2)c(O)c1 (stereo not given)	1
CC(=O)C1CCC2C3C(N4CC4)CC4=CC(=O)CCC4(C)C3CCC12C (stereo not given)	-6
COc1cc2oc(=O)c(CC(=O)N3C[C@H]4C[C@@H](C3)c3cccc(=O)n3C4)c(C)c2cc1Cl	10
COC1C(O)C(C)OC(OC2C(Oc3cccc4c(O)c5c(=O)oc6ccc(C)c7c(=O)oc(c34)c5c67)OC(C)C(O)C2O)C1O (stereo not given)	12
COC(=O)C1=C(c2ccc(S(C)(=O)=O)cc2)C[C@@H]2CC[C@H]1N2C(=O)NC(C)C	2
CC(NC(=O)N1CC1(C)C)c1ccccc1 (stereo not given)	16
CS(=O)(=O)c1ccc(C2=C(CNC(=O)c3cccnc3)[C@H]3CC[C@@H](C2)N3Cc2ccccc2)cc1	u
CC(=O)C1CCC2C3CCC4CC(O)CCC4(C)C3C(O)CC12C (stereo not given)	-3
CCS(=O)(=O)NCc1nnc2n1-c1ccc(Br)cc1C(c1ccccc1Cl)=NC2	3
CC(Cc1ccccc1)N(C)CC1C(=O)C2CCC1C2 (stereo not given)	4
Cc1cc(N(CCCl)CCCl)ccc1C=NNC(=O)c1cccnc1	-19
O=[N+]([O-])c1ccc2c(c1)Cc1cc(O)ccc1-2	-9
CCCNC(=O)N1[C@H]2CC[C@@H]1C(C(=O)OC)=C(c1cc3ccccc3o1)C2	u
CCOC(=O)c1ccccc1NC(=O)c1c(O)[nH]c(=S)[nH]c1=O	-3
COC(=O)C1=C(c2ccccc2)C[C@@H]2CC[C@H]1N2C(=O)NCc1ccc(C(F)(F)F)cc1	-2
Next section
SMILES	KCNH2 3.1 inh
COc1ccccc1-n1c(-c2ccccc2F)nc2ccccc2c1=O	1
CN1CCC2(CC1)c1ccccc1-c1ccccc12	-2
CC12Cc3cnoc3C=C1CCC1C2CCC2(C)C1CCC2(C)O (stereo not given)	-2
CC(=O)OC1CCC2(C)C(CC(=O)C3C2CCC2(C)C(OC(C)=O)CCC32)C1 (stereo not given)	-19
O=C(c1cc(Cl)cc(Cl)c1)N1Cc2ccccc2-n2nncc2C1	-5
COC(=O)C1=C(c2ccc(S(C)(=O)=O)cc2)C[C@@H]2CC[C@H]1N2C(=O)N1CCOCC1	-11
Cc1c(NS(=O)(=O)c2ccccc2)ccc([N+](=O)[O-])c1Cl	17
CC[C@@H](CO)C1CC2NC3CC4(c5ccccc5N(C)[C@@H]24)C(O)C31 (stereo not given in full)	2
CC(Cc1ccc(O)cc1)NCC(O)c1ccc(O)c(O)c1 (stereo not given)	-17
C[C@@H]1CN([C@@H](C)CO)C(=O)CCCn2nncc2CO[C@@H]1CN(C)C(=O)Oc1ccc2ccccc2c1	6
CN(C)Cc1c[nH]c2cc([N+](=O)[O-])ccc12	-28
O=C1CC(=O)N(c2ccccc2)C(=O)N1	-1
C/C(=N/O)c1ccc2ccc3ccccc3c2c1	3
COc1ccc(NC2Oc3cc4c(cc3C(c3cc(OC)c(OC)c(OC)c3)C2C)OCO4)cc1 (stereo not given)	15
CCCCC1(CC)COP(=O)(OCC(Cl)(Cl)Cl)OC1 (stereo not given)	15
COC(=O)C12OCC34C(CC5C(C)=C(O)C(=O)CC5(C)C3C(O)C1O)OC(=O)C(OC(=O)/C=C(\C)C(C)C)C24 (stereo not given)	-13
CC[C@H]1CN2CCC1C[C@@H]2[C@@H](O)c1ccnc2ccc(OC)cc12 (stereo not given in full)	-17
CCS(=O)(=O)CCSP(=O)(OC)OC	0
COC(=O)C1=C(c2cc3ccccc3s2)C[C@@H]2CC[C@H]1N2C(=O)N1CCCC1	17
O=C(NC(=S)N1CC1)c1ccccc1	2

Reformatted: results already given
> COC(=O)C12OCC34C(CC5C(C)=C(O)C(=O)CC5(C)C3C(O)C1O)OC(=O)C(OC(=O)/C=C(\C)C(C)C)C24 (stereo not given)
- KCNH2 3.1 inh = -13

> CC[C@H]1CN2CCC1C[C@@H]2[C@@H](O)c1ccnc2ccc(OC)cc12 (stereo not given in full)
- KCNH2 3.1 inh = -17

Later entries.
SMILES	KCNH2 3.1 inh
COCC(=O)N1Cc2ccccc2-n2nncc2C1	-8
CC1C(c2cccs2)=[N+]([O-])C(C)(C(=O)c2ccc(Cl)cc2)N1O (stereo not given)	-11
CCOC(=O)CC(SP1(=S)OCC2(CC=CCC2)CO1)C(=O)OCC (stereo not given)	19
CC(CC(C)(C)N1CC1)=NNC(=O)Nc1cccc2ccccc12	-4
CN(C)C1CCc2[nH]c3c(F)cc(F)cc3c2C1 (stereo not given)	9
CC(=O)OC12COC1CC(O)C1(C)C(=O)C(O)C3=C(C)C(O)CC(O)(C(OC(=O)c4ccccc4)C21)C3(C)C (stereo not given)	11
c1ccc2c(c1)[IH]c1ccccc1-2	3
CCN(CC)c1ccc(/C=C2\C(=O)NC(=S)N(c3ccc(OC)cc3OC)C2=O)o1	0
COc1ccccc1C1=NCc2nnc(CSC)n2-c2ccc(Cl)cc21	3
COc1ccc(C2=NCC(=S)Nc3ccc(Cl)cc32)cc1OC	5
O=C(c1cccnc1)N1Cc2ccccc2-n2nncc2C1	4
CC1=C(N2CC2)C(=O)C(CO)=C(N2CC2)C1=O	-6
COc1ccc(C(SCC(NC(=O)OCc2ccccc2)C(=O)O)c2ccc(OC)cc2)cc1 (stereo not given)	-6
CCN1C[C@]2(CO)CC[C@H](OC)[C@@]34C5C[C@H]6[C@H](OC)C5[C@](O)(C[C@H]6OC)[C@@H](C(OC)C23)[C@@H]14 (stereo not given in full)	0
CC(=O)C1C(N2CC2)CC2C3CC=C4CC(O)CCC4(C)C3CCC21C (stereo not given)	-41
Cc1ccc2c(c1)C(c1ccccc1)=NCC(=O)N2C	4
CCS(=O)(=O)NC(C)c1nnc2n1-c1ccc(Br)cc1C(c1ccccc1Cl)=NC2 (stereo not given)	3
COC(=O)C1=C(c2ccc(OCc3ccccc3)cc2)C[C@@H]2CC[C@H]1N2C	-13
Cc1ccc(C2C(=O)NC(=O)NC2=O)cc1	-5
Cc1ccccc1C(=O)N1Cc2ccccc2-n2nncc2C1	7

Reprinted from the part before: 5 compounds; new compounds follow.
SMILES	KCNH2 3.1 inh
Cc1ccc2c(c1)C(c1ccccc1)=NCC(=O)N2C	4
CCS(=O)(=O)NC(C)c1nnc2n1-c1ccc(Br)cc1C(c1ccccc1Cl)=NC2 (stereo not given)	3
COC(=O)C1=C(c2ccc(OCc3ccccc3)cc2)C[C@@H]2CC[C@H]1N2C	-13
Cc1ccc(C2C(=O)NC(=O)NC2=O)cc1	-5
Cc1ccccc1C(=O)N1Cc2ccccc2-n2nncc2C1	7
COc1ccc(CN(CCc2c[nH]c3ccccc23)Cc2ccc(OC)cc2)cc1	-106*
c1ccc(CNC2CCCCCCC2)cc1 (tested in a mixture with another compound)	-10
CCOP(=O)(Nc1ccc2c(c1)C(=NNC(N)=S)c1ccccc1-2)OCC	10
CCOC(=O)c1cccc(C2=C(CNC(=O)c3ccncc3)[C@H]3CC[C@@H](C2)N3Cc2ccccc2)c1	-27
